West Nile virus CPE: West Nile virus antiviral activity, cell-based, CPE readout (AID 1621); West Nile virus-infected cells, CPE inhibition; higher % means a stronger effect; CPE inhibition, % at 10 µM, or IC50 in µM where a hit was titrated; 290,000 tested, 0.02% active; in the data active = a potency from the dose series; note: strong numbers were not always called active
NTR1 agonist: agonists of NTR1, primary screen, imaging, U2OS cells, beta-arrestin-GFP, high content (AID 493036) | activation, % at 20 µM | 330,000 tested, 0.17% active | NTR1-U2OS beta-arrestin-GFP spot imaging, agonist mode;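 active = activation at or above 40% of the spot to cytoplasm intensity ratio, with at least 20 cells analyzed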;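 note: 0% = DMSO without peptide and 100% = 100 nM NTR1 peptide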
Target sequence (P30989 whole entry, looked up): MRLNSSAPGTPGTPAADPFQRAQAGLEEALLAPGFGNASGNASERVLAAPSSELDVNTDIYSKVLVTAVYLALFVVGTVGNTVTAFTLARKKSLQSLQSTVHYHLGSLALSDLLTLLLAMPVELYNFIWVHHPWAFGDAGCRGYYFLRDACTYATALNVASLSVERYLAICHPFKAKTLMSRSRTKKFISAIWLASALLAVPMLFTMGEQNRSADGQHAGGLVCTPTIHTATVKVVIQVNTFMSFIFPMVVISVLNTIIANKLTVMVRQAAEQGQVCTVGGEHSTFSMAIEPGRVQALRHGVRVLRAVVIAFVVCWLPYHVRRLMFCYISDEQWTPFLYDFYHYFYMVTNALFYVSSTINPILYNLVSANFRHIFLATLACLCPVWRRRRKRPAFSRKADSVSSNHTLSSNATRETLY
SV40 large T antigen: SV40 large T antigen inhibitors, biochemical (AID 1903) | SV40 large T antigen ATPase/helicase inhibition assay; higher % means a stronger effect | inhibition, % at 20 µM, or IC50 in µM where a hit was titrated | 310,000 tested, 0.39% active; in the data active = a potency from the dose series; note: strong numbers were not always called active
RSV CPE inhibition: inhibition of RSV-induced cytopathic effect – HEp-2 cells, primary 10 µM value included (AID 2391) | HEp-2 cells, RSV-induced CPE inhibition; higher % means a stronger effect | one-dose CPE inhibition, % at 10 µM; IC50 in µM for titrated hits | 310,000 tested, 0.13% active; in the data active = a potency from the dose series; note: strong numbers were not always called active
T cell HTS: T cell immune modulators affecting CD8 T cell-vesicle binding. AID 2052. calls only at 7 µM. 330,000 tested, 0.068% active. 2C CD8+ T cell-vesicle binding, flow cytometry; active compounds read low;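 active = response, share of CD8 T cells binding vesicles, and their 90th percentile fluorescence all below set limits, cut at about 80% in these data, passing the limit was not always enough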
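Read-out – percent CD8+ FL2 mean versus row control · System – murine 2C transgenic CD8+ T lymphocytes · Times – 1.5 h cell–vesicle binding at 37 °C, then 20 min icy labelling · Control set – naked vesicles low, QL9 vesicles with vehicle high · Detection – cytometric PE anti-B7-1 and Alexa647 anti-CD8 signals after 1% paraformaldehyde fixation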
UTI89 phage lysis: inhibition of K1F phage lysis, E. coli UTI89, bacterial capsule biogenesis inhibitors, alamar blue (AID 488966); 340,000 tested, 0.02% active; inhibition, % at 100 µM, or IC50 in µM where a hit was titrated; E. coli UTI89 K1F phage lysis, alamar blue, 2 h; higher % means a stronger effect;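 active = phage lysis inhibition, versus mean bacterial control, above a set limit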;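 note: capsule biogenesis inhibitors block K1F phage lysis so surviving cells raise fluorescence; higher fluorescence means more inhibition of phage lysis; actives were called in the ten point dose series up to 300 µM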
Dengue-2 NS5 capping: Dengue-2 NS5 methyltransferase inhibitors, primary screen, biochemical, confirmation dose response (AID 588689). 340,000 tested, 0.3% active. inhibition, % at 25 µM; hits with a dose series show IC50 in µM. Dengue-2 NS5 methyltransferase capping enzyme assay, biochemical; higher % means a stronger effect; in the data active = a potency from the dose series
MgcRacGAP inhibition: MgcRacGAP GTPase-activating activity inhibitors, confirmation, biochemical, ADP Hunter fluorescence | MgcRacGAP-stimulated Rac1 GTP hydrolysis, ADP Hunter fluorescence; higher % means a stronger effect; GST-tagged Rac1 F28L mutant substrate | one-dose inhibition, % at 30 µM; IC50 in µM for titrated hits | 340,000 tested, 0.6% active | AID 624330;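 active = first-screen hits whose inhibition reached a set limit at any dose in the follow-up dose series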;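 note: fluorescence reports GDP produced by GAP-driven GTP hydrolysis; strong numbers were not always called active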
Salmonella PhoP GFP: inhibitors of PhoP regulon expression, primary screen, Salmonella Typhimurium, GFP reporter (AID 1863). inhibition, % at 50 µM; hits with a dose series show IC50 in µM. S. Typhimurium PhoP-regulated promoter GFP reporter, 4 h; higher % means a stronger effect. 300,000 tested, 0.16% active;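 active = inhibition over 29.93%, a cutoff 3 SD above the screen mean, later confirmed by dose response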;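 note: 0% = low Mg2+ inducing control and 100% = high Mg2+ repressing control; strong numbers were not always called active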
T cell HTS vesicle-bound %: second read-out of T cell HTS, no call of its own (marks repeat the call); double positive events, %; measured here: CD8+ vesicle-bound cell fraction;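 binding gate set so that unloaded-vesicle control wells show 10% double positive cells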
NTR1 agonist cell count 20 µM: second read-out of NTR1 agonist, no call of its own (marks repeat the call); cell count; measured here: cell count, cytotoxicity flag
Dengue-2 NS5 capping pilot replicate: recorded beside Dengue-2 NS5 capping, whose call it bears; inhibition, %; measured here: pilot screen replicate inhibition
An asterisk follows results filed as active; i = inactive; x = no result given; [ ] = another dose, or the depositor's remark.

SMILES | West Nile virus CPE | NTR1 agonist | NTR1 agonist cell count 20 µM | SV40 large T antigen | RSV CPE inhibition | T cell HTS | T cell HTS vesicle-bound % | UTI89 phage lysis | Dengue-2 NS5 capping | MgcRacGAP inhibition | Salmonella PhoP GFP | others
O=[N+]([O-])c1ccc(Cn2cc(-c3cccc(C(F)(F)F)c3)nn2)cc1 | -1.4% | 2.8 | 51 | 18% | 4.9% | i | 35 | 11% | -9% | 4% | 8%
COc1ccc(OC)c(NC(=O)[C@@]2(CC(=O)O)CC(/C=C/c3ccccc3)=NO2)c1 | -0.1% | -0.6 | 89 | 7% | 0.5% | i | 58 | 0.1% | 6% | 15% | -4%
S=c1[nH]c2ccc(Cc3ccc4[nH]c(=S)[nH]c4c3)cc2[nH]1 | -0.3% | 0.6 | 58 | 11% | 1.4% | i | 66 | 0.1% | 5% | 16% | -4%
CN1c2ccccc2C(O)=C(C(=S)Nc2ccc(Cl)cc2)S1(=O)=O | 0.7% | -1.9 | 86 | 4% | 15% | i | 29 | -0.3% | 12% | 8% | -9%
COc1ccc(C)cc1N(CC(=O)N1CCCC1)S(=O)(=O)c1ccccc1 | -0.9% | -0.2 | 60 | -2% | 0.0% | i | 18 | 0.0% | -8% | 6% | 4%
CC1CCCN(S(=O)(=O)c2ccc(NC(=O)CCN3C(=O)c4ccccc4C3=O)cc2)C1 (stereo not given) | 0.0% | 0.7 | 40 | 19% | 4.5% | i | 32 | 0.4% | -1% | 3% | 5%
O=C(Oc1ccc[nH]c1=O)c1cc([N+](=O)[O-])cc([N+](=O)[O-])c1 | -0.3% | -1.0 | 82 | 11% | -1.7% | i | 15 | -0.1% | 10% | x | 31%
CC(=O)NC1=NN(C(C)=O)C(C)(c2cccc([N+](=O)[O-])c2)S1 (stereo not given) | -0.5% | 0.9 | 42 | 12% | 0.6% | i | 68 | 0.0% | x | 7% | 2%
CC(=O)Nc1ccc(S(=O)(=O)NNC(=O)COc2cccc3ccccc23)cc1 | -0.2% | -2.1 | 62 | 13% | 0.4% | i | 51 | 8.8% | -4% | 8% | -13%
CCc1c(C(=O)OC)nnc2cc(C)nn12 | -0.1% | -1.7 | 82 | -2% | -0.5% | i | 38 | -0.1% | -1% | -5% | 0%
COC(=O)c1ccc(/C=C/C(=O)OCC(=O)c2ccc[nH]2)cc1 | x | 1.9 | 45 | x | x | i | 52 | 0.0% | 4% | 10% | x
O=C(NCC1CCCCN1)c1cc(OCC(F)(F)F)ccc1OCC(F)(F)F (stereo not given) | -0.4% | -0.7 | 49 | 19% | -0.1% | i | 25 | 0.3% | 3% | 1% | -2%
Cc1cccc(N(CC(=O)NC2CCCC2)C(=O)CCC(=O)Nc2ccccn2)c1 | 0.0% | -1.6 | 52 | -3% | 1.9% | i | 21 | 0.4% | -3% | 11% | 2%
O=C(NCCCn1ccnc1)C1CCCN(S(=O)(=O)c2cc(Cl)ccc2Cl)C1 (stereo not given) | -0.5% | -3.5 | 48 | -1% | 9.0% | i | 29 | 0.1% | -2% | 6% | 1%
O=c1c2[nH]c3ccc(Br)cc3c2ncn1Cc1ccncc1 | -1.0% | -1.1 | 75 | 3% | 0.7% | i | 51 | x | x | x | -8%
CCOc1ccccc1N(CC(=O)NC(C)(C)C)C(=O)Cn1nnc(-c2ccc(C)o2)n1 | -0.6% | 0.7 | 78 | 8% | 0.5% | i | 32 | 7.3% | -3% | 0% | -4%
COc1cccc(-c2c(C(=O)N/N=C/c3cccs3)nnn2-c2nonc2N)c1 | 0.3% | 5.4 | 57 | 12% | 3.0% | i | 36 | 0.0% | 1% | 18% | -5%
CCOc1ccc(C2C(C(=O)c3cccs3)=C(O)C(=O)N2Cc2cccnc2)cc1 (stereo not given) | 0.2% | 1.9 | 47 | 11% | 1.9% | i | 33 | 3.5% | -4% | 2% | -9%
O=C(CCl)Nc1ccc(Sc2ccc(NC(=O)CCl)cc2)cc1 | -1.0% | x | x | x | x | x | x | 0.8% | -21% | 24% | 0%
CCn1c(=S)sc2c(=O)n(CC(=O)NCCCc3ccccc3)c(C)nc21 | -0.3% | 0.6 | 62 | 8% | 6.7% | i | 25 | 0.1% | -1% | 12% | -8%

Entries shown so far that contain a halogen:
SMILES | West Nile virus CPE | NTR1 agonist | NTR1 agonist cell count 20 µM | SV40 large T antigen | RSV CPE inhibition | T cell HTS | T cell HTS vesicle-bound % | UTI89 phage lysis | Dengue-2 NS5 capping | MgcRacGAP inhibition | Salmonella PhoP GFP | others
O=[N+]([O-])c1ccc(Cn2cc(-c3cccc(C(F)(F)F)c3)nn2)cc1 | -1.4% | 2.8 | 51 | 18% | 4.9% | i | 35 | 11% | -9% | 4% | 8%
CN1c2ccccc2C(O)=C(C(=S)Nc2ccc(Cl)cc2)S1(=O)=O | 0.7% | -1.9 | 86 | 4% | 15% | i | 29 | -0.3% | 12% | 8% | -9%
O=C(NCC1CCCCN1)c1cc(OCC(F)(F)F)ccc1OCC(F)(F)F (stereo not given) | -0.4% | -0.7 | 49 | 19% | -0.1% | i | 25 | 0.3% | 3% | 1% | -2%
O=C(NCCCn1ccnc1)C1CCCN(S(=O)(=O)c2cc(Cl)ccc2Cl)C1 (stereo not given) | -0.5% | -3.5 | 48 | -1% | 9.0% | i | 29 | 0.1% | -2% | 6% | 1%
O=c1c2[nH]c3ccc(Br)cc3c2ncn1Cc1ccncc1 | -1.0% | -1.1 | 75 | 3% | 0.7% | i | 51 | x | x | x | -8%
O=C(CCl)Nc1ccc(Sc2ccc(NC(=O)CCl)cc2)cc1 | -1.0% | x | x | x | x | x | x | 0.8% | -21% | 24% | 0%

More compounds
SMILES | West Nile virus CPE | NTR1 agonist | NTR1 agonist cell count 20 µM | SV40 large T antigen | RSV CPE inhibition | T cell HTS | T cell HTS vesicle-bound % | UTI89 phage lysis | Dengue-2 NS5 capping | MgcRacGAP inhibition | Salmonella PhoP GFP | others
OC1CCN(Cc2ccc(OCc3ccccc3)cc2)CC1 | -0.6% | -1.2 | 75 | 6% | -1.7% | i | 8 | 0.1% | 4% | 10% | 2%
COc1ccc(/C=N/Nc2nc(-c3cccnc3)nc3ccccc23)c(OC)c1 | -0.3% | 10 | 43 | 11% | 2.5% | i | 44 | 0.5% | -16% | 7% | -5%
CCCCn1c(N)c(N(CCOC)C(=O)c2sc3ccccc3c2Cl)c(=O)[nH]c1=O | x | 0.3 | 44 | 1% | -2.1% | i | 41 | -1.0% | -9% | 4% | -1%
CCOc1ccc(/C(O)=C/C(=O)C(=O)Nc2ccc(S(=O)(=O)NC(C)=O)cc2)cc1 | -0.1% | 1.8 | 37 | 5% | 3.0% | i | 16 | 3.8% | 3% | 12% | -7%
C[C@@H]1CN(Cc2cn(C)nc2-c2cccc(Cl)c2)C[C@H](C)O1 | 0.0% | -1.1 | 100 | 6% | -0.2% | i | 41 | -1.5% | 2% | 7% | 4%
CC(NC(=O)C1CCN(S(=O)(=O)N2CCC3(CC2)OCCO3)CC1)c1ccccc1 (stereo not given) | 0.2% | 0.4 | 54 | 9% | 0.9% | i | 20 | 0.9% | -7% | 0% | 24%
CCCCn1c(N)c(N(CCOC)C(=O)c2ccco2)c(=O)[nH]c1=O | x | -0.6 | 72 | 21% | 0.0% | i | 36 | 0.7%[50 µM] | 4% | 0% | -2%
COc1cc(C)ccc1OCCCOc1ccccc1Cl | -0.1% | 3.1 | 56 | -6% | 2.1% | i | 37 | 0.7% | -1% | 3% | -1%
CC(C)(C)OC(=O)NCCCCCc1nnc(SCc2ccc(F)cc2)o1 | -0.3% | -1.1 | 44 | 4% | 5.2% | i | 25 | x | x | x | -8%
COC(=O)CN1C(=S)N(Cc2ccccc2)C(=O)C1CC(=O)Nc1ccc(OC)cc1 (stereo not given) | -0.9% | 1.1 | 60 | 2% | 2.1% | i | 46 | 0.9% | -9% | 0% | 1%
COc1ccc(C)cc1NC(=O)CCN1CCN(C/C=C/c2ccccc2)CC1 | -1.3% | -1.3 | 50 | 10% | -1.1% | i | 59 | 0.4% | -6% | 9% | 1%
Cc1cc(Cl)nc(Cl)c1C(=O)NCCc1ccccc1 | x | -0.1 | 56 | x | 0.7% | i | 26 | 0.1%[50 µM] | -3% | 3% | x
CCc1nc(SCC(=O)N2c3ccccc3CC2C)c2c(C)c(C)sc2n1 (stereo not given) | 1.3% | 12 | 46 | 14% | 3.5µM* | i | 25 | 5.0% | -2% | 2% | -1%
CN(C)CCNC(=O)Cn1nc(C(F)F)cc1C1CC1 | 0.0% | 1.8 | 80 | 2% | 0.2% | i | 44 | 7.6% | -6% | -1% | -1%
NC(N)=N/N=C/c1ccc(OCc2ccccc2)c(OCc2ccccc2)c1 | -2.1% | 12 | 25 | 17% | -2.3% | i | 7 | 1.3% | 2% | 10% | 10%
O=C(NC1CCCCC1)C12CC3CC(C1)CC(n1cncn1)(C3)C2 | -0.2% | 0.4 | 68 | 4% | 1.0% | i | 13 | 1.6% | 9% | 2% | 12%
CCCCN1C2=NC(c3ccccc3)CN2c2ccccc21 (stereo not given) | x | 0.1 | 53 | 4% | 2.9% | i | 11 | 1.3% | -2% | 7% | x
COC(=O)c1ccc(Cn2cnc3ccccc3c2=O)cc1 | 0.8% | -1.6 | 57 | 10% | 0.8% | i | 50 | 0.1% | -3% | 4% | -13%
Cc1cccc(NC(=O)/C=C/c2cccs2)n1 | -0.7% | 1.0 | 79 | 3% | 1.8% | i | 21 | 0.9% | -6% | 1% | 14% | Dengue-2 NS5 capping pilot replicate=2.4
CC(C)c1ccc(CNC(=O)C(=O)NCCCn2ccnc2)cc1 | x | 2.0 | 54 | 19% | -1.4% | i | 46 | 0.5% | -2% | 6% | 2%
O=C1c2ccccc2S(=O)(=O)c2cc(N3CCc4ccccc4C3)ccc21 | 0.4% | -2.4 | 83 | 5% | 13% | i | 16 | x | x | x | -5%
CN(C)C/C(Cl)=C(\Cl)c1ccccc1 | 0.9% | -0.1 | 42 | 9% | 1.2% | i | 18 | -1.1% | -2% | 10% | 5%
CCn1c(SCC(=O)Nc2ccc3c(c2)OCO3)nnc1-c1ccccc1O | -0.3% | 0.1 | 58 | 16% | -0.3% | i | 20 | 0.2% | -5% | 7% | 5%
O=C(Nc1ccon1)c1sc2cc(Cl)ccc2c1Cl | -0.1% | 0.1 | 66 | 26% | 10% | i | 14 | 1.6%[50 µM] | -5% | 9% | 0%
COc1ccc(C(C(=O)Nc2ccc(C(C)C)cc2)N(C)C(=O)c2ccc(=O)[nH]c2)cc1 (stereo not given) | 0.0% | 1.8 | 29 | 4% | 3.3% | i | 50 | x | x | x | 4%
